Screening data: PubChem, Broad Institute
PvdQ inh: P. aeruginosa PvdQ acylase inhibitors, primary screen, biochemical, fluorescence, plate reader and imaging, single point; PvdQ acylase [Pseudomonas aeruginosa LESB58]; purified PvdQ acylase; inhibition, % at 10 µM; actives 0.063% (n = 340,000); in the data active = inhibition above about 30%, passing the limit was not always enough;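 also: 0% = vehicle neutral wells and 100% = reference inhibitor wells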
dFosB act: activators of delta FosB homodimer, primary screen, biochemical, fluorescence polarization, TAMRA-CDK5 oligo, single point; actives 0.99% (n = 340,000); purified delta FosB; percent of positive-control signal above neutral wells; AID 493131, 2011; activation, % at 25 µM;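 active = mean activation above about 17%, with every replicate also reaching it, limit read from the data, passing the limit was not always enough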;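 also: fluorescence polarization rise as delta FosB binds a TAMRA Cdk5 AP-1 oligo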
CAL PDZ FP-1: CAL PDZ peptide-binding inhibitors, primary screen, biochemical, fluorescence polarization, Cer-tagged CAL PDZ, HTS; Golgi-associated PDZ and coiled-coil motif-containing protein (Homo sapiens), Q9HD26; purified CAL PDZ, TMR-peptide fluorescence polarization, 1 h; inhibition, % at 20 µM; actives 0.02% (n = 330,000); AID 504414, 2011;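 active = highest replicate inhibition of at least 40%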;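 also: plate controls were DMSO neutral control wells for no effect and unlabeled competitor peptide control wells for full effect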
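Read-out basis: mP drop reported as inhibition | Assay system: Tagged CAL PDZ protein CerCALP, purified | Benchmarks: Unlabelled peptide for full inhibition, DMSO wells as neutral | Schedule: 1 h incubation at room temperature before polarization reading | Buffer or medium: Sodium phosphate/NaCl buffer pH 7.4 with TCEP, IgG, Thesit | Doses: Single point, 20 µM | Measured by: Fluorescence polarization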
PfHsp90 yeast 2: growth inhibition of PfHsp90-expressing yeast, primary screen, antimalarial PfHsp90 inhibitor project, S. cerevisiae, BacTiter-Glo luminescence, single point, set 2. BacTiter-Glo ATP, 48 h; yeast lacking PDR1 and PDR3 efflux regulators. inhibition, % at 9.4 µM. actives 0.32% (n = 310,000);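 active = every replicate shows inhibition above about 80%, whatever the replicate mean, limit read from the data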;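 also: 0% = DMSO neutral controls and 100% = 20 µM radicicol positive controls; yeast relying on Plasmodium falciparum Hsp90 in place of its own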
SR-BI DiI inh: inhibitors of SR-BI mediated HDL lipid uptake, primary screen, ldlA[mSR-BI] cells, fluorescence, single point. Scavenger receptor class B member 1 (Mus musculus), Q61009. ldlA[mSR-BI] CHO cells, DiI-HDL uptake fluorescence, 3 h. inhibition, % at 12.5 µM. actives 0.96% (n = 320,000). AID 488896, 2010;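 active = mean replicate inhibition of at least 70% and a set share of replicates each scoring 70 or more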;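 also: 0% = median of neutral control wells and 100% = median of positive control wells; values of inactives mirror those of a sister screen read the other way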
NSD2 inh: NSD2 histone methyltransferase inhibitors, primary screen, biochemical, AlphaScreen, single concentration, set 2; NSD2 peptide methylation, 120 min; inhibition, % at 12.5 µM; actives 0.54% (n = 310,000); in the data active = inhibition above about 50%
Target sequence (O96028 whole entry, looked up): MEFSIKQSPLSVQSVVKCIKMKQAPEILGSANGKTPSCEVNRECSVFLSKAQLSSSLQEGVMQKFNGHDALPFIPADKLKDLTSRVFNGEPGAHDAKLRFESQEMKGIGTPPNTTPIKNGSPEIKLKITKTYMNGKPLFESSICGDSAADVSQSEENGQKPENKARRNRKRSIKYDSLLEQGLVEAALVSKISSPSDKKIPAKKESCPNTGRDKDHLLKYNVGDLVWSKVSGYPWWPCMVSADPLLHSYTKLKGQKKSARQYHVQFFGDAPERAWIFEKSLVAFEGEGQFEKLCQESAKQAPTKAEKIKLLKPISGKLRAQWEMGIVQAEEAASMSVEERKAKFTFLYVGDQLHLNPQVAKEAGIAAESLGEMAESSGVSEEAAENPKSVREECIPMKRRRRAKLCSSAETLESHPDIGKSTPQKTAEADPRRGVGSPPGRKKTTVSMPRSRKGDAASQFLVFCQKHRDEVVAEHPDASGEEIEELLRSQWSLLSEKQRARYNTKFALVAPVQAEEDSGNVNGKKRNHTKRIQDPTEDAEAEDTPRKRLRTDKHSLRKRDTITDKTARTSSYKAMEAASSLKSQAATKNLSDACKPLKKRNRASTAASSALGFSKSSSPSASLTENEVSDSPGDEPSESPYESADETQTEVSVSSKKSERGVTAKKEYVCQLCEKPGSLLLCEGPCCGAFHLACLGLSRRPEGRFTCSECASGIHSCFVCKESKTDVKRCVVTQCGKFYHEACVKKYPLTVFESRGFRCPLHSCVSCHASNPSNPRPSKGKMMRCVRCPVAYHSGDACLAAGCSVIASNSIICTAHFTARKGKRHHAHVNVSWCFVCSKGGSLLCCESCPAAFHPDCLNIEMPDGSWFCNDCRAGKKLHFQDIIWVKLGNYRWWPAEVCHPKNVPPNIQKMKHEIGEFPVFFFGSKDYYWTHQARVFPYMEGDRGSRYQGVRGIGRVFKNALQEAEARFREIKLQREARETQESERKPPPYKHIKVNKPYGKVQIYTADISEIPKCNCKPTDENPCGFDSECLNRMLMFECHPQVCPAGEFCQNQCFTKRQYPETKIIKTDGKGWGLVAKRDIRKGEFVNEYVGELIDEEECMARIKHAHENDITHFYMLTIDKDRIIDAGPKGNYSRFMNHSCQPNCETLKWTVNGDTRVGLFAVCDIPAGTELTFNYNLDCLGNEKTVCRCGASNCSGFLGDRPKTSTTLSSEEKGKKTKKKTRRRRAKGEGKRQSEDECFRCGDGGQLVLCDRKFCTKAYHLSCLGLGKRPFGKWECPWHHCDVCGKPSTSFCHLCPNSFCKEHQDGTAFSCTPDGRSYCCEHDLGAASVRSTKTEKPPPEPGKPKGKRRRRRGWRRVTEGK
CAL PDZ FP-2: untagged CAL PDZ binding inhibitors, primary screen, biochemical, fluorescence polarization, HTS | Golgi-associated PDZ and coiled-coil motif-containing protein (Homo sapiens), Q9HD26 | purified CAL PDZ, TMR-peptide fluorescence polarization, 1 h | actives 0.92% (n = 300,000) | AID 602252, 2012 | inhibition, % at 24.9 µM;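 active = mean inhibition of at least 30% with at least half of replicates also reaching 30%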;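 also: 0% = DMSO neutral control and 100% = excess unlabeled competitor peptide PRC23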
MITF TRPM1 HTS: activators of MITF-driven TRPM1 promoter reporter, primary screen, cell-based, SK-MEL-5, luciferase, single point | SK-MEL-5 TRPM1-promoter luciferase, 24 h; % of positive control, neutral wells = 0 | activation, % at 12.5 µM | actives 0.75% (n = 300,000) | AID 588334, 2011;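 active = mean activation of at least 80% with every replicate also reaching 80%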;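 also: 0% = neutral control wells and 100% = parthenolide positive control wells; values of inactives mirror those of a sister screen read the other way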
SR-BI DiI-HDL act: activators of SR-BI mediated DiI-HDL uptake, primary screen, ldlA[mSR-BI] CHO cells, DiI fluorescence; 3 h; 100 = double the neutral-control signal; activation, % at 12.5 µM; actives 0.096% (n = 320,000);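 active = mean replicate activation of at least 60% and every replicate at or above 60%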;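 also: 0% = median plate neutral-control signal and 100% = twice that signal; values of inactives mirror those of a sister screen read the other way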
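Assay system: LDL receptor-deficient CHO ldlA cells overexpressing murine SR-BI / Medium: BSA-supplemented, HEPES-buffered Ham's F12, pH 7.4 / Probe or stimulus: DiI-labelled HDL at 10 µg/mL final / Timing: compound with DiI-HDL co-incubation, 3 h at 37 °C / Technique: bottom-read cell fluorescence after medium removal, ex 550/em 595 nm / Measure: HDL uptake via cellular fluorescence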
Rtt109 Vps75: inhibitors of C. albicans Rtt109/Vps75 HAT, primary screen, biochemical, ThioGlo CoA-SH fluorescence, plate reader; AID 540336, 2011; actives 0.16% (n = 330,000); purified Rtt109/Vps75, 4 h; inhibition, % at 34.9 µM;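 active = inhibition of at least 50% in every replicate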
* marks the source's active call; other numbers are inactive results.

`Cc1sc2ncnc(SCC(=O)Nc3ccc(S(=O)(=O)N4CCOCC4)cc3)c2c1C` gave PvdQ inh -15, dFosB act -21, CAL PDZ FP-1 -1.5, PfHsp90 yeast 2 7, SR-BI DiI inh 6, NSD2 inh 0, CAL PDZ FP-2 -4, MITF TRPM1 HTS 8, SR-BI DiI-HDL act -6 and Rtt109 Vps75 -2.
Screening CCOC(=O)c1c(-c2ccccc2)csc1NC(=S)NC(=O)c1ccccc1 returned PvdQ inh -13, dFosB act 0, CAL PDZ FP-1 -0.9, PfHsp90 yeast 2 32, SR-BI DiI inh -27, NSD2 inh -1, CAL PDZ FP-2 -5, MITF TRPM1 HTS -1, SR-BI DiI-HDL act 27 and Rtt109 Vps75 -2.
COCCCNC(=O)c1cn(C)c(=O)c2c1c1ccccc1n2C was read as PvdQ inh -9, dFosB act -3, CAL PDZ FP-1 1.4, PfHsp90 yeast 2 -1, SR-BI DiI inh -11, NSD2 inh 1, CAL PDZ FP-2 0, MITF TRPM1 HTS -2, SR-BI DiI-HDL act 11 and Rtt109 Vps75 -3.
CCOC(=O)c1cc(C#N)c(SCC(=O)c2cc(C#N)c(SC)nc2C)[nH]c1=O was read as PvdQ inh -1, dFosB act -7, CAL PDZ FP-1 -4.0, PfHsp90 yeast 2 12, SR-BI DiI inh -19, NSD2 inh 2, CAL PDZ FP-2 0, MITF TRPM1 HTS -17, SR-BI DiI-HDL act 19 and Rtt109 Vps75 -4.
For Fc1ccc(OCCOCCN2CCNCC2)cc1 the results were PvdQ inh -17, dFosB act -6, CAL PDZ FP-1 -0.7, PfHsp90 yeast 2 -7, SR-BI DiI inh 18, NSD2 inh 6, CAL PDZ FP-2 -5, SR-BI DiI-HDL act -18 and Rtt109 Vps75 2.
`CCOC(=O)c1[nH]c(C)c(CN(CCc2ccccc2)C(=O)CCC(=O)O)c1C` gave PvdQ inh -15, dFosB act 1, PfHsp90 yeast 2 -1, SR-BI DiI inh -20, NSD2 inh -1, CAL PDZ FP-2 -3, MITF TRPM1 HTS -10, SR-BI DiI-HDL act 20 and Rtt109 Vps75 0.
Screening O=C(c1cc(COc2ccc(F)cc2Cl)on1)N1CCc2ccccc2C1 returned PvdQ inh -10, dFosB act -11, CAL PDZ FP-1 0.0, PfHsp90 yeast 2 7, SR-BI DiI inh -18, NSD2 inh -1, CAL PDZ FP-2 -7, MITF TRPM1 HTS 3, SR-BI DiI-HDL act 18 and Rtt109 Vps75 -3.
For O=C(CN1CCN(c2ccc(O)cc2)CC1)Nc1ccc(S(=O)(=O)N2CCCC2)cc1 the results were PvdQ inh 9, dFosB act 2, CAL PDZ FP-1 0.5, PfHsp90 yeast 2 3, SR-BI DiI inh 0, NSD2 inh 2, CAL PDZ FP-2 -1, MITF TRPM1 HTS -7, SR-BI DiI-HDL act 0 and Rtt109 Vps75 2.
Screening COc1cccc(C2CC(c3ccccc3)=NN2S(=O)(=O)c2ccccc2)c1OC (stereo unspecified) returned PvdQ inh -6, dFosB act 3, CAL PDZ FP-1 -0.3, PfHsp90 yeast 2 -3, SR-BI DiI inh 3, NSD2 inh 4, CAL PDZ FP-2 -5, MITF TRPM1 HTS 5, SR-BI DiI-HDL act -3 and Rtt109 Vps75 0.
`O=C(Nc1nnc(-c2ccco2)s1)C1CCCCC1` gave PvdQ inh -2, dFosB act -1, CAL PDZ FP-1 -1.1, PfHsp90 yeast 2 20, SR-BI DiI inh -5, NSD2 inh 0, CAL PDZ FP-2 -3, MITF TRPM1 HTS 72, SR-BI DiI-HDL act 5 and Rtt109 Vps75 3.
For COc1ccc(-c2nc(CSCC(=O)N3CCC(C(N)=O)CC3)c(C)o2)cc1OC the results were PvdQ inh 8, dFosB act 2, CAL PDZ FP-1 -0.7, PfHsp90 yeast 2 4, SR-BI DiI inh -3, CAL PDZ FP-2 -12, SR-BI DiI-HDL act 3 and Rtt109 Vps75 -8.
Screening COc1ccc(C(=O)NCc2ccc(Cl)cc2)cc1S(=O)(=O)N1CCCC1 returned PvdQ inh 4, dFosB act -4, CAL PDZ FP-1 -1.9, PfHsp90 yeast 2 -5, SR-BI DiI inh -23, NSD2 inh 5, CAL PDZ FP-2 -3, MITF TRPM1 HTS -8, SR-BI DiI-HDL act 23 and Rtt109 Vps75 -4.
Screening COc1ccc(-c2oc(NC(=O)CSc3ncn[nH]3)c(C#N)c2-c2ccc(OC)cc2)cc1 returned PvdQ inh -60, dFosB act -15, CAL PDZ FP-1 0.1, PfHsp90 yeast 2 -22, SR-BI DiI inh 31, NSD2 inh 2, CAL PDZ FP-2 0, MITF TRPM1 HTS -1, SR-BI DiI-HDL act -31 and Rtt109 Vps75 -7.
Screening CCOc1ccccc1NC(=O)C1C2C=CC(O2)C1C(=O)O (stereo unspecified) returned PvdQ inh 0, dFosB act 5, CAL PDZ FP-1 -0.2, PfHsp90 yeast 2 -14, SR-BI DiI inh 2, NSD2 inh 2, CAL PDZ FP-2 -6, MITF TRPM1 HTS -6, SR-BI DiI-HDL act -2 and Rtt109 Vps75 4.
Screening O=C1OC[C@H]2CCCC[C@@H](CO)ON12 returned PvdQ inh -11, dFosB act -5, CAL PDZ FP-1 -0.5, PfHsp90 yeast 2 12, SR-BI DiI inh -42, CAL PDZ FP-2 -4, MITF TRPM1 HTS 10, SR-BI DiI-HDL act 42 and Rtt109 Vps75 1.

Nothing new here: 3 of the compounds above.
CCOC(=O)c1cc(C#N)c(SCC(=O)c2cc(C#N)c(SC)nc2C)[nH]c1=O was read as PvdQ inh -1, dFosB act -7, CAL PDZ FP-1 -4.0, PfHsp90 yeast 2 12, SR-BI DiI inh -19, NSD2 inh 2, CAL PDZ FP-2 0, MITF TRPM1 HTS -17, SR-BI DiI-HDL act 19 and Rtt109 Vps75 -4.
For Fc1ccc(OCCOCCN2CCNCC2)cc1 the results were PvdQ inh -17, dFosB act -6, CAL PDZ FP-1 -0.7, PfHsp90 yeast 2 -7, SR-BI DiI inh 18, NSD2 inh 6, CAL PDZ FP-2 -5, SR-BI DiI-HDL act -18 and Rtt109 Vps75 2.
`CCOC(=O)c1[nH]c(C)c(CN(CCc2ccccc2)C(=O)CCC(=O)O)c1C` gave PvdQ inh -15, dFosB act 1, PfHsp90 yeast 2 -1, SR-BI DiI inh -20, NSD2 inh -1, CAL PDZ FP-2 -3, MITF TRPM1 HTS -10, SR-BI DiI-HDL act 20 and Rtt109 Vps75 0.

Additional compounds follow:
Screening O=C(NCc1ccco1)c1ccc(-c2csnn2)cc1 returned PvdQ inh 2, dFosB act -1, CAL PDZ FP-1 -0.7, PfHsp90 yeast 2 -13, SR-BI DiI inh -7, NSD2 inh -1, CAL PDZ FP-2 -1, MITF TRPM1 HTS 18, SR-BI DiI-HDL act 7 and Rtt109 Vps75 -7.
Cc1cc(C(=O)NNC(=O)c2ccc(Cl)cc2Cl)c(C)o1 was read as PvdQ inh 4, dFosB act 7, CAL PDZ FP-1 -2.2, SR-BI DiI inh 3, NSD2 inh -8, CAL PDZ FP-2 -1, MITF TRPM1 HTS 39, SR-BI DiI-HDL act -3 and Rtt109 Vps75 -1.
For Clc1cccc(Nc2nc(-c3ccncc3)nc3ccccc23)c1 the results were PvdQ inh 18, dFosB act -8, CAL PDZ FP-1 -1.0, PfHsp90 yeast 2 -12, SR-BI DiI inh 33, NSD2 inh -5, CAL PDZ FP-2 -5, MITF TRPM1 HTS -6, SR-BI DiI-HDL act -33 and Rtt109 Vps75 -6.
O=C(CCC(=O)Nc1ccc(F)cc1)N/N=C/c1ccncc1 was read as PvdQ inh -12, dFosB act 4, CAL PDZ FP-1 -2.4, PfHsp90 yeast 2 -6, SR-BI DiI inh -13, NSD2 inh 4, CAL PDZ FP-2 -2, MITF TRPM1 HTS -7, SR-BI DiI-HDL act 13 and Rtt109 Vps75 -7.
`O=C(CCC1COc2ccccc2O1)NCC1COc2ccccc2O1` (stereo unspecified) gave PvdQ inh -24, dFosB act -1, CAL PDZ FP-1 0.2, PfHsp90 yeast 2 21, SR-BI DiI inh -7, NSD2 inh -1, SR-BI DiI-HDL act 7 and Rtt109 Vps75 0.
`CCC[C@@H]1Cc2ccccc2N1C(C)=O` gave PvdQ inh 3, dFosB act -2, CAL PDZ FP-1 -0.7, PfHsp90 yeast 2 2, SR-BI DiI inh 1, CAL PDZ FP-2 0, MITF TRPM1 HTS 20, SR-BI DiI-HDL act -1 and Rtt109 Vps75 -5.
O=C(CSc1nnc(-c2ccccc2Cl)o1)Nc1ccc2c(c1)OCCO2 was read as PvdQ inh -17, dFosB act -10, CAL PDZ FP-1 -1.8, SR-BI DiI inh 3, NSD2 inh 10, MITF TRPM1 HTS 12, SR-BI DiI-HDL act -3 and Rtt109 Vps75 -3.
Screening NC(=O)C1CCN(C(c2ccccc2Cl)c2nnnn2Cc2ccc3c(c2)OCO3)CC1 (stereo unspecified) returned PvdQ inh -12, dFosB act 2, CAL PDZ FP-1 -0.4, PfHsp90 yeast 2 12, SR-BI DiI inh -11, NSD2 inh -1, CAL PDZ FP-2 0, MITF TRPM1 HTS 9, SR-BI DiI-HDL act 11 and Rtt109 Vps75 4.
Screening Fc1ccc(NC(=S)N2CCN(c3ncccn3)CC2)cc1 returned PvdQ inh -9, dFosB act 1, CAL PDZ FP-1 -2.3, PfHsp90 yeast 2 -11, SR-BI DiI inh 14, NSD2 inh -7, CAL PDZ FP-2 -1, MITF TRPM1 HTS 16, SR-BI DiI-HDL act -14 and Rtt109 Vps75 -7.
Screening COc1cc(OC)c2ccc(=O)oc2c1C(CCN1CCOCC1)c1ccc2c(c1)OCO2 (stereo unspecified) returned PvdQ inh -17, dFosB act 6, CAL PDZ FP-1 -1.7, PfHsp90 yeast 2 -9, SR-BI DiI inh -17, CAL PDZ FP-2 -6, MITF TRPM1 HTS 3, SR-BI DiI-HDL act 17 and Rtt109 Vps75 -2.

Rows were taken by chance. Share with any hit: about 4.3%.
